Screening data: PubChem, Broad Institute
FN deposition inh = fibronectin deposition inhibition; inhibition, % at 12.6 µM; 350,000 tested, 0.086% active; AID 743247; AH1F fibroblasts, Alexa488-fibronectin deposition fluorescence, overnight;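 active = mean inhibition across replicates of 30% or more, regardless of how many single replicates reach that level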;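 note: positive control wells lacked labelled fibronectin entirely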
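Material: AH1F fibroblasts assembling fluorescent fibronectin matrix; amount: 10000 AH1F cells/well; medium: DMEM, 2% serum; reagent: Alexa488-fibronectin, 24 nM final in well; dosing: single compound dose, delivered by pin transfer; incubation: 1 h adhesion, overnight exposure; detection: fluorescence after three HBSS washes, excitation 485 nm, emission 525 nm; measure: fibronectin deposition inhibition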
INS-1E GSIS act = GLuc luminescence reporter in INS-1E cells, primary screen for activators of glucose-dependent secretion of insulin; INS-1E GLuc reporter insulin secretion, 2-3 h; activation, % at 16.6 µM; 370,000 tested, 0.61% active; AID 743287;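 active = lowest replicate activation of at least 40%, so every replicate reaches that level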;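 note: 0% = median of neutral control wells and 100% = median of IBMX positive control wells; some compounds called inactive have numbers as strong as hits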
* marks the source's active call; other numbers are inactive results. Some of the compounds tested. The share of hits here may be higher or lower than overall.

SMILES	FN deposition inh	INS-1E GSIS act
COc1ccc(-c2cc(=O)n(-c3ccc([N+](=O)[O-])cc3)[nH]2)cc1	8	-1
COc1cccc(C(=O)/C=C/Nc2ccc(NC(C)=O)cc2)c1	4	-5
Cc1ccc(NC(=O)CCC(=O)N/N=C/c2cccs2)cc1C	-3	-19
Cn1nc(C(=O)Nc2nc3ccccc3[nH]2)c2ccccc2c1=O	1	17
CCC(Oc1ccc2c(=O)c(-c3ccccc3OC)coc2c1)C(=O)OCc1ccccc1 (centres undefined)	-16	-30
CN(C)C(=S)Nc1ccc2ccccc2c1	1	16
Cc1ccc(NC(=O)CCN2C(=O)c3cccc4cccc(c34)C2=O)cc1	0	3
COc1ccc(-c2nnc3ccc(SCC(=O)Nc4nc5ccc(C)cc5s4)nn23)cc1OC	13	11
CNC(=O)C1=C(C)NC(=S)NC1c1cc2c(cc1OC)CCCC2 (centres undefined)	0	1
CCC1=[N+](CC(=O)c2ccc(C)cc2)CCn2c(C)ccc21	-6	-10
O=S(=O)(c1ccccc1)N1CCN=C1SCc1ccc(Cl)c(Cl)c1	1	-29
Cc1nc(NC(=O)c2cccc(-c3cc4ccccc4oc3=O)c2)ccc1Br	3	73*
CCOC(=O)C(=O)Nc1cc([N+](=O)[O-])ccc1C	1	21
O=C(O)c1cncc(SCc2ccccc2)n1	0	-3
C[C@@H]1CN([C@@H](C)CO)C(=O)c2cc(NC(=O)Nc3ccccc3)ccc2O[C@@H](C)CCCCO[C@H]1CN(C)S(=O)(=O)c1ccccc1	6	17
COc1cc(/C=C/C(=O)C2C(=O)C=C(C)OC2=O)cc(OC)c1O (centres undefined)	12	-2
O=C(NCC(c1cccs1)N1CCOCC1)c1ccc([N+](=O)[O-])cc1 (centres undefined)	-1	13
CC(C)C(NS(=O)(=O)c1ccc2c(c1)OCCCO2)C(=O)O (centres undefined)	-2	1
COc1ccccc1N1CCN(C(=S)Nc2ccc3nc(N4CCOCC4)cc(C)c3c2)CC1	-4	6
O=C(NC(Cc1ccccc1)c1nc2ccccc2[nH]1)c1ccc(Cl)c([N+](=O)[O-])c1 (centres undefined)	-12	1

Molecules above that have four or more nitrogen atoms (5):
SMILES	FN deposition inh	INS-1E GSIS act
Cn1nc(C(=O)Nc2nc3ccccc3[nH]2)c2ccccc2c1=O	1	17
COc1ccc(-c2nnc3ccc(SCC(=O)Nc4nc5ccc(C)cc5s4)nn23)cc1OC	13	11
C[C@@H]1CN([C@@H](C)CO)C(=O)c2cc(NC(=O)Nc3ccccc3)ccc2O[C@@H](C)CCCCO[C@H]1CN(C)S(=O)(=O)c1ccccc1	6	17
COc1ccccc1N1CCN(C(=S)Nc2ccc3nc(N4CCOCC4)cc(C)c3c2)CC1	-4	6
O=C(NC(Cc1ccccc1)c1nc2ccccc2[nH]1)c1ccc(Cl)c([N+](=O)[O-])c1 (centres undefined)	-12	1

(further entries)
SMILES	FN deposition inh	INS-1E GSIS act
CCOC(=O)C(NCCc1ccccc1)(NC(C)=O)C(F)(F)F (centres undefined)	2	15
CC(CC1CC(C)(C)OC1=O)C(=O)Nc1ccc([N+](=O)[O-])cc1 (centres undefined)	5	9
Cc1ccc(C)c2c1cc(C)c1nnc(SCC(=O)NCc3ccc4c(c3)OCO4)n12	4	0
N#Cc1cccc(-c2ccc(C3[C@@H]4CN(S(=O)(=O)c5cccc(Cl)c5)C[C@H]3N4)cc2)c1 (some centres undefined)	3	-30
Cc1cc(C)cc(-n2c(C)c3c(C)nnc(C)c3c2C)c1	-3	-35
CCCCCNC(=O)c1cccnc1SCC(=O)Nc1ccccc1OC	1	-8
Fc1ccc(Nc2ccnc(Nc3ccc(F)cc3)n2)cc1	7	-3
Cc1ccc(/C=N/NC(=O)CN2CCN(S(=O)(=O)c3ccc(Br)cc3)CC2)s1	-5	-20
COc1ccccc1-c1nnc(NC(=O)c2cccc(N3C(=O)CCC3=O)c2)o1	-3	0
Cc1cccc(-n2[nH]c3c4c(ccc3c2=O)C(=O)c2ccccc2C4=O)c1	3	3
COc1cc(CNC23CC4CC(CC(C4)C2)C3)ccc1OCc1ccccc1	7	4
CCC(=O)NC(=S)Nc1cccc(-c2nc3ncccc3o2)c1	4	21
CCOC(=O)N1CCN(C(=S)NC(=O)c2ccnn2C)CC1	-1	-4
CCc1ccc(OCC(=O)NC(NC(=S)Nc2ccccc2OC)C(Cl)(Cl)Cl)cc1 (centres undefined)	-3	-6
Brc1ccccc1-c1nnc2sc(-c3ccc4c(c3)OCCO4)nn12	-15	3
Cc1ccc(C(=O)Nc2nc(-c3ccc([N+](=O)[O-])cc3)cs2)o1	-3	-1
COc1ccccc1NS(=O)(=O)c1ccc(N/N=C(\C)C(C)C)c([N+](=O)[O-])c1	-14	-20
CC(=O)N(C)C[C@H]1Oc2c(N)cccc2C(=O)N(C)C[C@H]1C	-2	-1
O=C(CCc1[nH]c2ccccc2c1Sc1ccccc1)NCCO	2	-2
O=[N+]([O-])c1cc(S(=O)(=O)N2CCCC2)ccc1O	1	14
S=C(NCc1ccc(Cl)cc1)Nc1ccc(Cl)cc1Cl	-10	11
O=C(COc1ccc2oc(-c3ccccc3)cc(=O)c2c1)Nc1ccccc1	0	6
CCn1cc(C(=O)O)c(=O)c2cc(F)c(N3CCN(S(=O)(=O)c4ccc(NC(C)=O)cc4)CC3)cc21	-11	-8
Cn1c(=O)n(/N=C/c2ccccc2)c2ccccc21	-2	30
CC(=O)N1C[C@@H]2C(c3ccccc3)[C@H](C1)N2C(=O)NC(C)C (some centres undefined)	-4	9
O=C(Sc1ccc(Cl)cc1)c1ccccn1	-3	-7
COc1ccc(/C=N/N2C(=O)C3C4C=CC(CC4)C3C2=O)c(OC)c1 (centres undefined)	-14	-2
COc1cc(/C=C(\C#N)C(=O)NCC2CCCO2)ccc1OC(C)C (centres undefined)	-4	-1
CCOC(=O)c1ccccc1N1C(=O)C2Sc3[nH]c(=O)sc3C(/C=C/c3ccccc3)C2C1=O (centres undefined)	-4	-10
Cc1c(C(=O)C(=O)N2CCCc3ccccc32)c2ccccc2n1C	-4	26
Cc1nn(CC(=O)c2ccc(Cl)cc2Cl)c(C)[n+]1N	-7	12
C[C@H](CO)N1C[C@H](C)[C@@H](CN(C)S(=O)(=O)c2cn(C)cn2)Oc2c(NC(=O)Cc3ccccc3)cccc2C1=O	-6	-14
O=C(Nc1nnc(-c2ccc(Cl)cc2)o1)c1cccc(N2C(=O)CCC2=O)c1	3	12
COc1cc(CC(=O)OCC(=O)Nc2cc([N+](=O)[O-])ccc2F)cc(OC)c1OC	4	-4
Cc1cccc(C)c1NC(=O)CCCSc1nnc(-c2ccc(Cl)cc2)n1-c1ccccc1	2	6
C[C@@H]1CN(C(=O)c2nc3ccc(Cl)cn3c2CN[C@H]2CCCCNC2=O)C[C@H](C)O1	-4	3
COc1cccc(NC(=O)c2cc(OC)c(OC)c(OC)c2Br)c1	-18	10
O=C(/C=C/Nc1ccccc1F)c1ccc(Br)cc1	-3	10
CCC(=O)N1CC[C@@H]2[C@@H](CO)Nc3ccc(C#Cc4cccc(OC)c4)cc3[C@@H]21	-4	19
COc1ccc([C@@H]2C/C=C\C[C@@H](c3ccccc3)NC(=O)CCC(=O)N2)c(OC)c1	0	-3
Cc1ccc(NC(=O)c2ccc(OC(F)(F)F)cc2)cc1S(=O)(=O)N(C)C	-2	-8
CCN1CCN(C(=O)c2cn(CCOC)c(=O)c3c2c2ccccc2n3C)CC1	12	8
Cc1sc(N/N=C/c2cccs2)nc1-c1ccccc1	-1	4
COCC(=O)N1C[C@H](C)[C@H](OC)CN(C)C(=O)c2ccc(NC(=O)Nc3ccccc3)cc2OC[C@H]1C	10	-5
O=C(CSc1nc(-c2ccccc2Cl)ns1)c1ccc(Cl)cc1	-3	-30
COCCn1c(=NC(=O)CN2C(=O)CCC2=O)sc2cc(S(N)(=O)=O)ccc21	-1	1
COc1cc(S(=O)(=O)Nc2cc(C)cc(C)c2)ccc1F	1	4
CCN(CC)c1ccc(/C=C/C(=O)c2ccc(Br)cc2)cc1	-3	-8
Nc1ccc(C(=O)OCC(=O)Nc2ccc3c(c2)OCO3)cc1[N+](=O)[O-]	-12	10
COc1ccccc1N1CCN(Cc2nc(-c3ccc(F)cc3)oc2C)CC1	-1	-14
CC(=O)N/C(=C\c1ccccc1)C(=O)OCC(=O)N(C)C1CCCCC1	-5	7
CC[C@@H]1CC=CC[C@@H](C)Oc2ccccc2C(=O)N(C)[C@@H](C(C)C)C(=O)N1 (mixture of isomers)	-5	2
CC(C)(C)c1ccc(C(=O)N/C(=C/c2cccs2)C(=O)NCc2ccco2)cc1	-6	-23
Cc1ccc(N(C(=O)c2ccc(S(=O)(=O)N(C)C)cc2)C2C=CS(=O)(=O)C2)cc1 (centres undefined)	-1	0
C[C@@H]1CN([C@H](C)CO)C(=O)c2cccc(NC(=O)Nc3ccc4c(c3)OCO4)c2O[C@H]1CN(C)CC1CCCCC1	-11	-19
Cc1cnc(C(=O)Nc2nc(-c3ccccc3)cs2)cn1	5	28
Cc1ccc(C(=O)c2oc3ccccc3c2NC(=O)c2cc(-c3ccccc3O)n[nH]2)cc1	7	-3
COCCNC(=O)c1c(C)cc(C)cc1C	28	-1
COc1cc(C(=O)NCC(=O)N/N=C(/C)c2cccs2)cc(OC)c1OC	-1	0
O=C(c1ccco1)N1CCN(c2nc(C(F)(F)F)nc3c2nnn3Cc2ccccc2)CC1	16	-29

Three structures out of the list, sorted by number of heavy atoms, highest first:
SMILES	FN deposition inh	INS-1E GSIS act
COc1cc(C(=O)NCC(=O)N/N=C(/C)c2cccs2)cc(OC)c1OC	-1	0
COc1cc(S(=O)(=O)Nc2cc(C)cc(C)c2)ccc1F	1	4
COCCNC(=O)c1c(C)cc(C)cc1C	28	-1

The list continues.
SMILES	FN deposition inh	INS-1E GSIS act
COCCCNCCCCOc1ccc(Br)cc1C	13	2
O=S(Cc1ccc(Br)cc1)Cc1nnc(SCc2ccc(Br)cc2)n1-c1ccccc1 (centres undefined)	-2	-45
COc1ccccc1N1CCN(C2CCN(C(=O)c3cccc(F)c3)CC2)CC1	3	11
COc1ccc(N2Cc3ccccc3C2=NC(=O)c2cccc([N+](=O)[O-])c2)cc1	0	31
O=c1cc(-c2cccc(Br)c2)nc(-c2ccccc2F)o1	5	46*
COc1ccccc1N1CCN(C(=O)/C=C/c2ccc(C)cc2)CC1	-2	-3
CC(C)(C)c1ccc(-c2nnc(SCC(=O)Nc3sc4c(c3C#N)CCCC4)o2)cc1	-28	-10
Cc1cnc(C(=O)Nc2cc(S(=O)(=O)N3CCOCC3)ccc2N2CCN(C)CC2)cn1	-6	2
CCOC(=O)Cn1c(=O)c2c(nc(N3CCOCC3)n2C)n(C)c1=O	-6	6
CCOC(=O)C1(Cc2cccc(OC)c2)CCN(C(C)COC)CC1 (centres undefined)	-2	5
O=c1cc(N2CCCCCC2)[nH]c(=O)n1-c1ccccc1Cl	6	-9
CCOC(=O)N1CCC(N2Cc3cccc(C(=O)Nc4ccc(CC)cc4)c3C2=O)CC1	-3	-27

In the list so far, these contain a furan ring, fused or not.
SMILES	FN deposition inh	INS-1E GSIS act
Cc1ccc(C(=O)Nc2nc(-c3ccc([N+](=O)[O-])cc3)cs2)o1	-3	-1
CC(C)(C)c1ccc(C(=O)N/C(=C/c2cccs2)C(=O)NCc2ccco2)cc1	-6	-23
Cc1ccc(C(=O)c2oc3ccccc3c2NC(=O)c2cc(-c3ccccc3O)n[nH]2)cc1	7	-3
O=C(c1ccco1)N1CCN(c2nc(C(F)(F)F)nc3c2nnn3Cc2ccccc2)CC1	16	-29
